GPR55 LPI antagonism – inhibition of LPI-stimulated GPR55 beta-arrestin translocation – imaging, U2OS, beta-arrestin-GFP, LPI agonist, primary screen (AID 2013) | U2OS GPR55 beta-arrestin-GFP translocation imaging, LPI antagonism; higher % means a stronger effect | one-dose inhibition, % at 10 µM; IC50 in µM for titrated hits | hit rate 0.13% among 290,000;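 active = spots per cell inhibited over 60%, with over 100 cells counted and total cytoplasm intensity under 500,000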;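 note: U2OS cells stably carrying GPR55 and arrestin-GFP stimulated by 5 µM LPI near EC80; imaged beta-arrestin-GFP aggregate spots per cell after agonist stimulation; plate controls were LPI-stimulated DMSO wells for no effect and DMSO wells without LPI for full effect; some results filed as inactive read as strong as hits; confirmed hits need IC50 under 10 µM and bright autofluorescent wells are also inconclusive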
AID2073 – inhibitors of Mint1-CaV2.2 protein interaction, biochemical, HTRF (AID 2073) | hit rate 0.19% among 290,000 | HTRF protein-protein interaction, Mint1-CaV2.2; higher % means a stronger effect | inhibition, % at 20 µM; hits with a dose series show IC50 in µM; in the data active = inhibition mostly above about 51%, no sharp cut-off; note: some results filed as inactive read as strong as hits
K1F lysis inhibition – protection from phage-mediated lysis, alamar blue read-out – E. coli UTI89, K1F phage, bacterial capsule biogenesis inhibitors (AID 488966) | inhibition, % at 100 µM, or IC50 in µM where a hit was titrated | E. coli UTI89 K1F phage lysis, alamar blue, 2 h; higher % means a stronger effect | hit rate 0.02% among 340,000;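 active = phage lysis inhibition, versus mean bacterial control, above a set limit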;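 note: capsule biogenesis inhibitors block K1F phage lysis so surviving cells raise fluorescence; higher fluorescence means more inhibition of phage lysis; actives were called in the ten point dose series up to 300 µM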
GPR55 activation – GPR55 agonists via beta-arrestin recruitment, primary screen, imaging, U2OS cells, beta-arrestin-GFP redistribution (AID 1961); U2OS GPR55 beta-arrestin-GFP redistribution imaging; higher % means a stronger effect; activation, % at 10 µM; hits with a dose series show EC50 in µM; hit rate 0.048% among 290,000;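 active = activation above 40% with more than 50 cells counted in the well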;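 note: U2OS osteosarcoma cells stably expressing GPR55 and beta-arrestin-GFP; plate controls were DMSO negative control for no effect and LPI positive control for full effect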
NS5 inhibitors – Dengue-2 NS5 methyltransferase inhibitors, primary screen, biochemical, confirmation dose response (AID 588689) | Dengue-2 NS5 methyltransferase capping enzyme assay, biochemical; higher % means a stronger effect | inhibition, % at 25 µM, or IC50 in µM where a hit was titrated | hit rate 0.3% among 340,000; in the data active = a potency from the dose series
GPR35 arrestin U2OS – GPR35 antagonists blocking zaprinast-driven arrestin recruitment, primary screen, imaging, U2OS, beta-arrestin-GFP, zaprinast agonist (AID 2058) | inhibition, % at 10 µM; hits with a dose series show IC50 in µM | U2OS GPR35 beta-arrestin-GFP translocation imaging, zaprinast antagonism; higher % means a stronger effect | hit rate 0.052% among 290,000;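 active = inhibition of at least 50% with at least 30 cells and total cytoplasm GFP at most 10,000,000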
Siah-1 displacement – blockers of Siah-1 interaction with plectin peptide – biochemical, fluorescence polarization, rhodamine-plectin, uHTS, primary screen (AID 1817); displacement, % at 20 µM, or IC50 in µM where a hit was titrated; Siah-1 / rhodamine-plectin peptide fluorescence polarization; higher % means a stronger effect; hit rate 0.02% among 290,000;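 active = displacement of at least 50% at 20 µM, with a fluorescence ratio check between 0.3 and a set limit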;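 note: plate controls were Siah plus tracer with DMSO for no effect and tracer alone without Siah for full effect; strong numbers were not always called active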
NTR1 agonist – agonists of NTR1, primary screen, imaging, U2OS cells, beta-arrestin-GFP, high content (AID 493036); activation, % at 20 µM; NTR1-U2OS beta-arrestin-GFP spot imaging, agonist mode; hit rate 0.17% among 330,000; P30989;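 active = activation at or above 40% of the spot to cytoplasm intensity ratio, with at least 20 cells analyzed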;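 note: 0% = DMSO without peptide and 100% = 100 nM NTR1 peptide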
Target sequence (P30989 whole entry, looked up): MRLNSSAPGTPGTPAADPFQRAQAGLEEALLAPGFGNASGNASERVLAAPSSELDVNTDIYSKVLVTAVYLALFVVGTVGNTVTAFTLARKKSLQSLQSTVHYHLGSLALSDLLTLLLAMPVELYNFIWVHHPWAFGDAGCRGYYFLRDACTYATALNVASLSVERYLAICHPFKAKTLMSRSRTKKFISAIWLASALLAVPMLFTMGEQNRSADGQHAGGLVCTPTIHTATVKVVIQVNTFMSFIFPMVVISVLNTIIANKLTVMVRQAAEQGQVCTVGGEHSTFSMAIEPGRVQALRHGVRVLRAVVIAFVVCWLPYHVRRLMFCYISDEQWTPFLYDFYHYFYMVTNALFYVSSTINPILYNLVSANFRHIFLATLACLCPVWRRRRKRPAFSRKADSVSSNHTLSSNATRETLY
HIV peptide binding – inhibitors of HIV fusion peptide binding, primary screen, biochemical, uHTS, fluorescence dequenching (AID 1986) | cell-free peptide binding, fluorescence dequenching, 30 min; higher % means a stronger effect | one-dose inhibition, % at 20 µM; IC50 in µM for titrated hits | hit rate 0.3% among 290,000; in the data active = inhibition mostly above about 52%, no sharp cut-off; inactive = mostly below about 76%; note: some results filed as inactive read as strong as hits
NTR1 agonist cell count 20 µM – recorded beside NTR1 agonist, whose call it bears; cell count; measured here: cell count, cytotoxicity flag
NS5 inhibitors pilot replicate – recorded beside NS5 inhibitors, whose call it bears; inhibition, %; measured here: pilot screen replicate inhibition
Numbers without * were called inactive; x = no result given; & = joins results of further samples; [ ] = dose if it differs, or a comment. Rows are unselected; about 1.2% have a hit in one of these screens.

SMILES	GPR55 LPI antagonism	AID2073	K1F lysis inhibition	GPR55 activation	NS5 inhibitors	GPR35 arrestin U2OS	Siah-1 displacement	NTR1 agonist	NTR1 agonist cell count 20 µM	HIV peptide binding	others
O=C(NCc1nc2ccccc2[nH]1)c1cccc(S(=O)(=O)N2CCCCC2)c1	-2%	2%	0.9%	0.0%	4%	6%	7%	1.7	40	0.2%
Cc1cc(S(=O)(=O)N2CCOCC2)ccc1OCC(=O)NCC1CCCO1 (stereo unspecified)	-2%	12%	0.5%	0.2%	4%	-3%	6%	0.0	44	2.8%
O=C(COC(=O)c1ccccc1C(=O)c1ccccc1)c1ccco1	3%	12%	-0.2%	0.2%	-1%	9%	1%	-1.8	73	1.2%	NS5 inhibitors pilot replicate=-2.7
O=C(Cn1cnc2cc([N+](=O)[O-])ccc2c1=O)Nc1ccccc1Cl	0%	10%	0.1%	0.9%	-6%	1%	-7%	2.6	53	1.6%
COC(=O)c1sc(N(C)C)c(C#N)c1-c1ccccc1	10%	19%	x	0.2%	x	5%	4%	0.3	44	-2.3%
CC(C)c1ccc(CNC(=O)C2CC(=O)N(C3CCCCC3)C2)cc1 (stereo unspecified)	14%	-1%	0.9%[50 µM]	-0.1%	-10%	-6%	5%	0.1	63	0.2%
COCCNC(=O)c1cc(S(=O)(=O)N(C)c2ccccc2OC)ccc1C	2%	-20%	0.0%	-0.1%	-1%	5%	1%	0.1	56	-2.4%
Fc1ccc2c(c1)/C(=N/Nc1ccccn1)CCS2	11%	-2%	1.1%	0.6%	-4%	3%	-1%	11	52	-0.6%
CC(=O)Nc1ccc(/C=C/c2nc3ccccc3[nH]c2=O)cc1	8%	30%	-0.7%	-0.2%	-18%	-6%	1%	-1.6	45	3.5%
O=C(CCCCn1c(=O)c2ccccc2n(CC(=O)Nc2ccc(F)cc2)c1=O)NCc1ccco1	6%	-2%	-0.6%	-0.1%	2%	-6%	-1%	5.2	62	0.7%
CC(C)CCN(C(=O)CNC(=O)c1ccco1)C(C(=O)NC1CCCCC1)c1cccnc1 (stereo unspecified)	-11%	-2%	0.3%	-0.2%	-4%	5%	3%	-0.9	49	2.1%
Cc1ccc(N=Nc2ccc(O)c3ncccc23)cc1C	5%	19%	0.0%	0.0%	-10%	5%	-13%	-0.9	93	-2.0%
CCC(=O)Nc1cc2c3c(c1)CCC(=O)N3CCC2	9%	9%	1.3%	-0.2%	-3%	-7%	4%	-0.2	55	-1.2%
Cc1ccc(OCCOCCN2CCN(C)CC2)c([N+](=O)[O-])c1	10%	4%	-0.1%	0.2%	-1%	-3%	3%	-2.5	67	0.7%
CCOC(=O)C(C(=O)OCC)C(Nc1ccccc1)c1ccccc1 (stereo unspecified)	17%	5%	9.5%	0.0%	-12%	0%	6%	5.0	62	-1.7%
O=C(N/N=C/c1ccccn1)c1ccc(S(=O)(=O)N2CCCCCC2)cc1	13%	20%	0.0%	0.6%	7%	-14%	14%	-0.8	66	5.1%
O=C(NCC1(c2ccccc2)CCCC1)C(=O)NCC1(c2ccccc2)CCCC1	8%	7%	-0.2%	-0.3%	0%	11%	17%	x	x	2.8%
CC1CCCCN1S(=O)(=O)c1ccc2c(c1)CCN2C(=O)C1CC1 (stereo unspecified)	9%	8%	0.0%	-0.1%	-15%	16%	-3%	0.9	59	1.1%
Cc1cc(N/N=C/c2ccccc2F)nc(NCc2ccccc2)n1	18%	2%	0.7%	-0.3%	-2%	-6%	13%	5.9	53	2.0%
CC1CCCCC1NC(=O)C1CCN(S(=O)(=O)c2ccc3c(c2)CCC(=O)N3)CC1 (stereo unspecified)	-6%	1%	-2.8%	-0.2%	-4%	-1%	-4%	1.3	55	3.3%
Cc1ccc(NC(=O)c2ccc(N3C(=O)C4CC=C(Cl)CC4C3=O)cc2)cc1 (stereo unspecified)	1%	6%	0.5%	-0.2%	-8%	-9%	2%	1.4	43	2.3%
CCOc1ccc(NC(=O)CCNC(=O)Cn2ccc3ccccc3c2=O)cc1	-9%	6%	0.0%	-0.1%	3%	-4%	8%	-0.1	38	1.7%
CC(C)(C)NCCCOc1ccc(Cl)cc1C(C)(C)C	3%	-6%	x	-0.3%	x	-7%	1%	12	67	-3.1%
CCc1ccc(NC(=O)N(Cc2cccnc2)Cc2ccco2)cc1	-6%	-5%	3.5%	-0.2%	-6%	-16%	0%	-0.6	87	-3.1%
O=c1oc2ccccc2n1CCn1c2ccccc2c2nc3ccccc3nc21	17%	16%	0.7%	0.1%	1%	-7%	16%	1.3	51	5.5%

Three successive compounds already listed:
SMILES	GPR55 LPI antagonism	AID2073	K1F lysis inhibition	GPR55 activation	NS5 inhibitors	GPR35 arrestin U2OS	Siah-1 displacement	NTR1 agonist	NTR1 agonist cell count 20 µM	HIV peptide binding	others
CC(C)(C)NCCCOc1ccc(Cl)cc1C(C)(C)C	3%	-6%	x	-0.3%	x	-7%	1%	12	67	-3.1%
CCc1ccc(NC(=O)N(Cc2cccnc2)Cc2ccco2)cc1	-6%	-5%	3.5%	-0.2%	-6%	-16%	0%	-0.6	87	-3.1%
O=c1oc2ccccc2n1CCn1c2ccccc2c2nc3ccccc3nc21	17%	16%	0.7%	0.1%	1%	-7%	16%	1.3	51	5.5%

The list goes on.
SMILES	GPR55 LPI antagonism	AID2073	K1F lysis inhibition	GPR55 activation	NS5 inhibitors	GPR35 arrestin U2OS	Siah-1 displacement	NTR1 agonist	NTR1 agonist cell count 20 µM	HIV peptide binding	others
CCOC(=O)C1(Cc2cccc(F)c2)CCN(Cc2cnc(C)s2)CC1	-2%	8%	-1.2%	0.1%	-1%	6%	5%	0.1	35	-1.5%
COc1ccccc1CCN=C(N)NS(=O)(=O)c1ccc(F)cc1	5%	14%	0.1%	0.3%	0%	-10%	5%	0.7	44	-0.3%
O=C(CSc1ncnc2c1cnn2Cc1ccccc1)Nc1ccc2c(c1)OCCO2	-2%	-3%	-0.3%	-0.1%	0%	11%	-1%	5.3	49	-1.1%
c1ccc2[nH]c(-c3ccnc4ccccc34)nc2c1	-2%&2%	18%&22%	1.9%&0.6%	-0.2%&-0.1%	-10%&-14%	-1%&-2%	-2%&4%	-0.1&-2.7	30&116	0.8%&1.6%	NS5 inhibitors pilot replicate=-1.2
O=C(CCC(=O)OCc1ccc(Cl)cc1)Nc1cccc([N+](=O)[O-])c1	7%	-3%	0.2%	0.0%	1%	10%	-2%	0.1	78	0.0%
COC(=O)c1ccccc1NC(=O)c1cccs1	-5%	32%	-0.2%	0.4%	3%	-2%	-7%	-1.4	77	-0.2%
COCCCN1CC(=O)N2Cc3[nH]c4ccccc4c3C[C@H]2C1=O	1%	-6%	0.2%	0.4%	-5%	5%	8%	-2.0	101	1.5%
CCC(c1nnnn1CCOC)N1CCN(c2cccc(C(F)(F)F)c2)CC1 (stereo unspecified)	6%	-3%	0.6%	0.2%	-8%	10%	3%	-0.2	58	-2.5%
c1ccc(Oc2nnc(-c3cccs3)c3ccccc23)cc1	-4%	-7%	2.8%	-0.4%	-1%	8%	6%	-0.6	63	-0.4%
CC1=NNC(=O)C1CC(=O)N/N=C/c1sccc1C (stereo unspecified)	-2%	8%	x	-0.2%	x	2%	0%	-0.8	57	-0.6%
Cc1ccc(C)c(NS(=O)(=O)c2c(C)ccc3nsnc23)c1	-4%	-6%	0.5%	-0.3%	x	-13%	-1%	2.4	55	1.5%
CC(=O)c1sc(NC(=O)COc2ccc(C(C)C)c(C)c2)nc1C	-9%	21%	0.2%	-0.3%	-1%	-22%	15%	0.6	64	-0.3%
CC(C)N(Cc1nc(-c2ccc(Cl)cc2)no1)C(=O)CN(C)S(=O)(=O)c1ccc(Cl)cc1	5%	-1%	4.3%	0.0%	-10%	11%	-1%	2.3	88	0.1%
O=C(NCC(Cl)c1ccc2ccccc2c1)c1c(F)cccc1F (stereo unspecified)	7%	2%	0.2%	0.0%	2%	7%	-2%	-0.3	101	-0.7%
CC1=C(C#N)CCC(=O)N1Cc1ccc(C)cc1	3%	-4%	0.5%	0.3%	-1%	5%	-2%	-0.3	46	-0.4%
Cc1ccnc(N2CCN(C(=O)CSc3nc4ccccc4nc3N3CCC(C)CC3)CC2)c1	-7%	20%	0.0%	1.3%	-11%	-5%	9%	6.2	40	0.3%
CC(=O)c1ccc(NC(=O)CSCCO)cc1	4%	2%	4.5%	0.2%	-12%	-1%	5%	-1.3	92	1.5%
CCOC(=O)c1cc(-c2cccnc2)nn1-c1ccccn1	14%	3%	1.0%	0.2%	7%	10%	-3%	-0.1	67	-0.8%
CCOc1ccc(CN(C)C(C)C(=O)NCCc2ccc(F)cc2)cc1 (stereo unspecified)	-10%	2%	0.0%	-0.2%	-2%	-1%	0%	0.4	46	0.1%
CCOc1cccc(-c2nnc(SCC(=O)NC3CC3)n2C)c1	5%	6%	0.5%	-0.1%	-3%	-3%	-2%	0.5	76	-2.3%
C=CCOc1ccc(C(=O)c2ccccc2)c(OCC(=O)NC2(C#N)CCCC2)c1	-3%	9%	0.0%	-0.1%	-1%	7%	10%	5.0	49	1.0%
Cc1nc(-c2coc3cc(O)c(C)cc3c2=O)cs1	4%	27%	0.0%	-0.1%	15%	-6%	8%	-0.2	43	-0.8%
CC1=C(C(=O)NCc2ccc3c(c2)OCO3)C2(CCC(C)CC2)OC1=O (stereo unspecified)	15%	-3%	1.9%	-0.2%	3%	3%	9%	-0.7	58	0.0%
Cc1ccc(CN2CCCN(Cc3ccc(F)cc3Cl)S2(=O)=O)cc1	5%	5%	-0.1%	-0.3%	-4%	-13%	-4%	2.8	102	0.5%
CCN(CCn1cccn1)Cc1c(C(=O)N2C[C@@H](C)O[C@@H](C)C2)nc2ccc(Cl)cn12	3%	-17%	-2.7%	0.2%	-1%	15%	0%	-0.2	79	1.7%
COc1cc(/C=N\NS(=O)(=O)c2ccccc2)cc(OC)c1OC	6%	2%	0.3%	0.1%	-10%	-5%	-5%	0.4	49	-1.5%
CCOC(=O)C(C)Oc1ccc(NC(=O)C(Cl)(Cl)Cl)cc1 (stereo unspecified)	1%	0%	0.8%	-0.2%	-8%	2%	0%	0.4	61	-0.7%
CCCC1CC(CCc2ccccc2)OS(=O)(=O)N1 (stereo unspecified)	6%	2%	-0.8%	-0.1%	-2%	2%	-2%	-0.6	91	-0.9%
CCOC(=O)Cn1c(-c2cccnc2Cl)nc2ccccc21	-13%	1%	5.3%	0.2%	-6%	4%	2%	0.8	56	0.5%
COc1ccc2cc(-c3ccon3)ccc2c1	11%	8%	-0.1%	0.0%	-4%	0%	0%	0.7	80	-1.6%

Screens: PubChem BioAssay, several laboratories
